ALOX12 inh: blocks human arachidonate 12S-lipoxygenase; Potency, µM (top dose mostly 108 µM), for inactives: top-dose activity change, negative = inhibition, usual class: inhibitors; 1.1% of 580,000 active; purified 12hLO, xylenol orange hydroperoxide absorbance; active means well fitted inhibition curve with a large enough effect; inconclusive means small, poorly fitted or top-dose-only effect, or another doubt; inactive means no such curve, though single readings can be large or run the other way
Target sequence (P18054 whole entry, looked up): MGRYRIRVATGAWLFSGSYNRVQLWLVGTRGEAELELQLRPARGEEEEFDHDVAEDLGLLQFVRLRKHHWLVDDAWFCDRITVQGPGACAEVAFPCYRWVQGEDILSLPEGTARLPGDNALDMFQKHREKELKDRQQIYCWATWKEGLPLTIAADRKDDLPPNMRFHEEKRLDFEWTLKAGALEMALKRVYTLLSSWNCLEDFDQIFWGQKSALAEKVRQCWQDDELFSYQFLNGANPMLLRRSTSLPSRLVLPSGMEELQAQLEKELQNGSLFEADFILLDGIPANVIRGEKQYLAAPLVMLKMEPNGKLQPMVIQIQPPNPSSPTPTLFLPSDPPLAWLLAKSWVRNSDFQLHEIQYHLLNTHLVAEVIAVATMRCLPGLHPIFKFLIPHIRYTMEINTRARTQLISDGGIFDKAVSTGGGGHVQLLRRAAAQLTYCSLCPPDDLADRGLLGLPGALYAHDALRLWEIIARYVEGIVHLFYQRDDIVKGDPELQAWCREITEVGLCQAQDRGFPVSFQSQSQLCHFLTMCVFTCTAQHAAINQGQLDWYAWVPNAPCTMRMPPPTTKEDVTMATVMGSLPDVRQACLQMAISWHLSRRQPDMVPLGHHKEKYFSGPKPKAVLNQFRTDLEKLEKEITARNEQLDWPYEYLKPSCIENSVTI
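Purified human 12hLO at 150 nM in 25 mM Hepes, 0.01% Triton X-100, pH 7.0, preincubated 15 min at room temperature with compound. Reaction started with 40 uM arachidonic acid, 30 min at room temperature. Hydroperoxide measured by Fe-xylenol orange, 573/405 nm absorbance ratio.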
Starred values were filed as active, the others as inactive; ? = inconclusive; [ ] = remark or other dose. On the % scale 0 is the no-effect control and ±100 the full control effect; potency means the concentration at half of the fitted maximal effect.

ALOX12 inh	compound
64%[activator]	Cc1nc(C)c(C(=O)N2CCCCCCNC(=O)CC2)s1
53%[activator]	OC1CC([C@@H](Cc2ccccn2)NC2CCN(Cc3ccco3)CC2)C1 (stereo partly specified)
3%	CC(=O)N1CCC(Oc2ccc(Cl)cc2C(=O)NCCC2=CCCCC2)CC1
35%[activator]	CCN1c2cc(C(=O)N3CCOCC3)ccc2C(=O)N2CCCCCC21 (stereo unspecified)
-13%	CCC(C)(C)C(=O)N1CCC(C(=O)Nc2cc(C)ccn2)CC1
?	CN(C)CCN1CCN(C2CN(Cc3cn(Cc4ccc(F)cc4)nn3)S(=O)(=O)C2)CC1 (stereo unspecified)
21%	O=C(NCCc1ccccc1)OCc1cn(Cc2ccc(F)c(F)c2)nn1
5%	Cc1ccc(C(=O)N2CCC3(CCC(=O)N(Cc4ccccc4)CC3)CC2)s1
70%[activator]	COc1ccc(CN2C[C@@H](C(N)=O)[C@H](c3nc(C)no3)C2)c(Cl)c1OC
46%[activator]	CC1Oc2ccc(NC(=O)c3ccccc3F)cc2CN(C2CCCc3ccccc32)C1=O (stereo unspecified)
7%	COc1ccc(C2(C(=O)N3CCCC(c4nn(C)c(=O)n4C(C)C)C3)CC2)cc1 (stereo unspecified)
-2%[6.33 µM]	O=S1(=O)NCC2(CCN(Cc3ccoc3)CC2)Oc2ncccc21
?	Cc1cc(-c2nc3c(c(=O)[nH]c(=O)n3Cc3ccccc3)n2CC2CCCO2)cc(C)c1O (stereo unspecified)
-5%[176 µM]	Cc1nn2c(c1-c1ccccc1C(C)C)N(C(=O)c1cnccn1)CCC2
2%	COC(=O)N1C[C@H](OCc2ccccc2)[C@H]2C[C@@H]1c1ccccc1O2
51%[activator]	O=C(c1ccoc1)N1CCN(c2cc(-c3ccc(Cl)cc3)[nH]n2)CC1
-6%[176 µM]	COc1ccc(CN2C[C@H](O)C[C@H]2c2nc(-c3ccc(OC)cc3)no2)cc1
-2%	Cc1cc(C)c(NC(=O)C(C)Oc2ccc(C#N)cc2)c(C)c1 (stereo unspecified)
71%[activator]	C=CCN1CCC2(CCC1=O)CN(Cc1ncc[nH]1)CCN2C (stereo unspecified)
28%	COc1ccc(-c2noc([C@@H]3CCCN3C(=O)c3ccsc3)n2)cc1OC
-1%[176 µM]	Clc1cccc(-c2cnc([C@@H]3COCCN3Cc3cnc4ccccc4c3)[nH]2)c1
-9%	CCCCn1nc(C(=O)Nc2ccc(OC)c(OC3CCCC3)c2)c2ccccc2c1=O
-6%	COc1ccccc1-n1nnnc1SCc1nc2ccccc2[nH]1
18%	O=C(NCCC1=CCCCC1)c1ccc(Cn2ccn3nc4c(c3c2=O)CCCC4)cc1
19%	CCN1c2cc(C(=O)Nc3ccccc3)ccc2C(=O)N2CCCCC21 (stereo unspecified)
-1%	O=C(NCC12CC3CC(CC(C3)C1)C2)c1n[nH]c(=O)c2ccccc12
60%[activator]	COCCN1C(=O)CCC2(C(=O)NCCCc3ccccc3)CCCC=C12 (stereo unspecified)
?	CC(Oc1ccc(-c2ccccc2)cc1)C(=O)NC(C)(C#N)C(C)C (stereo unspecified)
33%	Cc1ccccc1CNC(=O)[C@H]1CCC[C@H]1NC(=O)c1ccncc1
15%	Cc1cccnc1NCCNc1nc(C(C)C)nc2c1cnn2C
?	Cc1cccc(C=NNc2cc(C)c3cccc(C)c3n2)n1
1%	CS(=O)(=O)N1CCCC(C(=O)NCCc2ccccn2)CCNC(=O)CC1 (stereo unspecified)

Reprinted from the part before: two entries; new compounds follow.
ALOX12 inh	compound
?	Cc1cccc(C=NNc2cc(C)c3cccc(C)c3n2)n1
1%	CS(=O)(=O)N1CCCC(C(=O)NCCc2ccccn2)CCNC(=O)CC1 (stereo unspecified)
6%	CCC1Oc2ccc(NC(=O)COC)cc2CN(Cc2cc(F)cc(F)c2)C1=O (stereo unspecified)
?	O=C(NCc1ccccc1)N1CCN2C(=O)NC[C@H]2C1
?	COc1cc(OC)c(C2SCCN2S(=O)(=O)c2ccc3ccccc3c2)cc1OC (stereo unspecified)
-7%[176 µM]	O=C(N[C@H]1C[C@H]2C(=O)Nc3cc(Cl)ccc3C(=O)N2C1)c1ccccc1
47%	O=C(NCc1ccccc1)c1cn(C2CN(C(=O)NCC3CCCO3)C2)nn1 (stereo unspecified)
-34%	O=C(CCc1cccs1)Nc1ccc(N2CCOCC2)cn1
?	O=C1CSc2ccc(C(=O)OCC(=O)NC3CCCc4ccccc43)cc2N1 (stereo unspecified)
5%	Cc1cccc(OCCc2noc(C3CN(C(=O)CCC4CCCC4)C3)n2)c1
3%	Cc1cccc2c(C(=O)N3CCN(Cc4ccccc4)CC3)cc(-c3cccnc3)nc12
?	COCCOc1cc(-c2noc([C@@H]3CCCN3Cc3ccncc3)n2)ccn1
-1%	CN1C(=O)Cc2cc(C(=O)NC3CCN(Cc4ccccc4)CC3)ccc21
-7%	Cn1c(NCCCO)nc2c1c(=O)n(Cc1ccc(Br)cc1)c(=O)n2C
2%	Nc1nc(N2CCOCC2)nc2c1C(C(=O)Nc1ccccc1)CC(=O)N2 (stereo unspecified)
?	CC(C)CCN1CCc2c(n(CCOc3ccccc3)n(-c3ccccc3)c2=O)C1
75%[activator]	C[C@@]1(O)CCN(Cc2cn[nH]c2-c2ccccc2)C[C@H]1N1CCCC1
?	O=C(/C=C/c1ccc(O)cc1)c1ccc(-c2cccs2)cc1
38%	O=C(CC1CCCN(c2cnn(CC3CC3)c(=O)c2)C1)NCc1ccccc1 (stereo unspecified)
-1%	Cn1c(=O)c2c(ncn2CC(=O)N2CC(C(N)=O)Oc3ccccc32)n(C)c1=O (stereo unspecified)
12%	COc1ccc(C2C(C#N)=C(SCc3ccccc3)NC3=C2C(=O)CC(C)(C)C3)cc1OC (stereo unspecified)
1%	COc1ccc(CCNC(=O)c2nccnc2N)cc1
?	O=C(Nc1ccc(OC(F)F)cc1)c1nc(S(=O)(=O)Cc2ccc(F)cc2)ncc1Cl
21%	CC(C)(C)NC(=O)NC(=O)CSc1nc2ccccc2[nH]1
9%	C(=C\c1ccccc1)/CNC12CC3CC(CC(C3)C1)C2
33%[activator]	CCO[C@H]1CN(C(=O)c2cc(OC)nc3ccccc23)C[C@@H]1O
1%	COc1cccc(CNC(=O)[C@@H]2CCCN2C(=O)[C@H]2CCCCN2)c1
17%	O=C(N[C@@H]1CN(c2ncccn2)C[C@H]1CO)c1cccc(Cl)c1
9%	C=CCOc1ccc2c(=O)c(Oc3cc(C)ccc3C)coc2c1
6%	CCOc1cc(=O)n2c(c1C(=O)N1CCN(c3cccc(Cl)c3)CC1)CCCC2
?	N#Cc1ccc(-c2ccc(OCc3ccc(C(N)=O)cc3)cc2)cc1
6%	Cc1ccc(OCc2nc3ccc(F)cc3[nH]2)cc1
36%[activator][176 µM]	CC(=O)N1CCC(NC[C@H]2Cn3c(-c4ccc(F)cc4)cnc3CO2)CC1
-13%	Cc1cccc(NC(=O)CNC(=O)CCc2c(C)nc3c4ccccc4nn3c2C)c1C
35%	Cc1cccc(CN2CCCC(CO)CCNC(=O)CC2)c1 (stereo unspecified)
-11%[57.4 µM]	Cc1nc2cnc3ccc(C#Cc4cccnc4)cc3c2n1-c1ccc(C(C)(C)C#N)cc1
-4%	CSc1ccccc1NC(=O)CN(C)C(C)C(=O)Nc1ccc(SC(F)F)cc1 (stereo unspecified)
-20%	CSc1nc2c(c(=O)n(C)c(=O)n2C)n1Cc1cccc2ccccc12
13%	CC(NC(=O)C1CCOCC1)c1nnc2n1CCN(Cc1cc3c(cc1Cl)OCO3)CC2 (stereo unspecified)
12%	Cc1cccc(CCNc2ncc(C(C)(C)C(=O)O)c(N3CCOCC3)n2)n1
35%[activator]	Cc1ccc(-n2cccn2)c(-c2nccn2-c2ccc(C(N)=O)cc2)c1
?	CCS(=O)(=O)N(Cc1ccc(Cl)c(Cl)c1)c1c(C)n(C)n(-c2ccccc2)c1=O
20%	Cc1noc([C@@H]2CN(Cc3ccc(OC(F)(F)F)cc3)C[C@H]2CO)n1
5%	O=C1CC2(CCN(Cc3ccc(C(F)(F)F)cc3)CC2)Oc2ccccc2N1
30%	CNC(=O)[C@@H]1CN(C(=O)Cn2nc(C(F)(F)F)cc2C)C[C@H]1c1n[nH]c(C)n1
43%[activator][176 µM]	CN(C1CCOc2ccccc21)S(C)(=O)=O (stereo unspecified)
4%	C=CCN1CCN(C(=O)C2N(C(C)C)C(=O)C23CCCCC3)CC1 (stereo unspecified)
0%	CCOc1cc(OCC)cc(C(=O)N2CCC[C@@H]2C(=O)N2CCC[C@@H]2C(=O)NCc2cccc(OC)c2)c1
-48%	Cc1cc(S(=O)(=O)NCCO)ccc1Cl
?	CCOC(=O)c1c(C)c(-c2ccccc2)n(CC(=O)NCCN(C)C)c1C
2%[176 µM]	COCc1cn([C@H]2CO[C@H]3[C@@H]2OC[C@@H]3NCc2cccc(C#N)c2)nn1
10%	CCn1ccc(C(=O)NCCc2noc(-c3ccncc3)n2)n1
55%[activator][176 µM]	Cc1nn2c(c1-c1ccccc1Oc1ccccc1)N(C(=O)c1ccnn1C)CCC2
-2%	CC1CCCCC1NC(=O)c1ccc(Cl)nc1 (stereo unspecified)
31%[activator][176 µM]	O=C1NC2(CCN(Cc3cncs3)CC2)Oc2ccccc21
13%	Cc1ccc(C2Cn3cnc(C(=O)N4CCC(C(=O)NC5CCCCC5)CC4)c3CO2)cc1 (stereo unspecified)
8%	COc1ccc(-c2c(C(F)(F)F)oc3cc(OCC(=O)OC(C)C)ccc3c2=O)cc1OC
68%[activator]	Cc1ccc(-c2nnc(C3CN(C(=O)c4cc(F)cc(F)c4)CC34CCOCC4)o2)cc1 (stereo unspecified)

Continuation.
ALOX12 inh	compound
36%[176 µM]	N#CC1CCN(C(=O)c2nc(-c3cccnc3)c3cnccn23)CC1
-18%	CC(C)N1C(=O)C(NC(=O)C(=O)NCCc2c[nH]c3ccc(F)cc23)c2ccccc21 (stereo unspecified)
-5%	O=C(Nc1ccc(Cl)cc1)[C@@H]1COCC(=O)N1Cc1ccc(F)cc1
0%	COc1ccc(-c2nc3cnc(OC)nc3n(Cc3cccc(OC)c3)c2=O)cc1
14%	Cn1ccnc1-c1ccc(N2CC[C@@]3(O)CCN(S(C)(=O)=O)C[C@H]3C2)nn1
12%	CCOc1ccccc1NC(=O)N1CCCC(Cc2ncc(C)n2C(C)C)C1 (stereo unspecified)
-14%	CC1(C)C=C(CC(=O)O)CC(C)(C)N1
26%	CC(=O)NCC(=O)NCC1CCN(c2cc(-c3ccc(Cl)cc3)[nH]n2)CC1

Exported tab-delimited: 14 of the compounds above
canonical_smiles	ALOX12 inh
CCn1ccc(C(=O)NCCc2noc(-c3ccncc3)n2)n1	10%
Cc1nn2c(c1-c1ccccc1Oc1ccccc1)N(C(=O)c1ccnn1C)CCC2	55%[activator][176 µM]
CC1CCCCC1NC(=O)c1ccc(Cl)nc1 (stereo unspecified)	-2%
O=C1NC2(CCN(Cc3cncs3)CC2)Oc2ccccc21	31%[activator][176 µM]
Cc1ccc(C2Cn3cnc(C(=O)N4CCC(C(=O)NC5CCCCC5)CC4)c3CO2)cc1 (stereo unspecified)	13%
COc1ccc(-c2c(C(F)(F)F)oc3cc(OCC(=O)OC(C)C)ccc3c2=O)cc1OC	8%
Cc1ccc(-c2nnc(C3CN(C(=O)c4cc(F)cc(F)c4)CC34CCOCC4)o2)cc1 (stereo unspecified)	68%[activator]
N#CC1CCN(C(=O)c2nc(-c3cccnc3)c3cnccn23)CC1	36%[176 µM]
CC(C)N1C(=O)C(NC(=O)C(=O)NCCc2c[nH]c3ccc(F)cc23)c2ccccc21 (stereo unspecified)	-18%
O=C(Nc1ccc(Cl)cc1)[C@@H]1COCC(=O)N1Cc1ccc(F)cc1	-5%
COc1ccc(-c2nc3cnc(OC)nc3n(Cc3cccc(OC)c3)c2=O)cc1	0%
Cn1ccnc1-c1ccc(N2CC[C@@]3(O)CCN(S(C)(=O)=O)C[C@H]3C2)nn1	14%
CCOc1ccccc1NC(=O)N1CCCC(Cc2ncc(C)n2C(C)C)C1 (stereo unspecified)	12%
CC1(C)C=C(CC(=O)O)CC(C)(C)N1	-14%

More results.
ALOX12 inh	compound
?	O=C(CCNC(=O)c1ccccc1Cl)Nc1nc2ccc(SC(F)F)cc2s1
1%	CCc1ccccc1OCC(=O)OCc1ccc(Cl)cc1
-4%	CC(OC(=O)/C=C/c1cccc2cccnc12)C(=O)NC(C)(C)C (stereo unspecified)
10%	Cc1cccc(NC(=O)c2n[nH]nc2Nc2ccc(Cl)cc2)c1C
8%	CCC(C)C(=O)NCc1ccc(COC(C)C)cc1 (stereo unspecified)
74%[activator][176 µM]	Cc1ccc(-c2cc(-c3ccncc3)c3cncn3c2)cn1
0%[176 µM]	OC[C@H]1C[C@@H](NCc2cccc3c2OCO3)[C@H](O)[C@@H]1O
19%	CCc1cccc(NC(=O)Cn2c(N3CCOCC3)nc(C)cc2=O)c1
23%	O=C(CC(c1ccccc1)c1ccccc1Cl)N1CCCC1 (stereo unspecified)
43%[activator]	COc1cc(Cl)ccc1C(=O)NC1CCN(c2cc(-c3ccc(F)cc3)[nH]n2)CC1
7%	CNC(=O)c1cc[nH]c1C1CCCN(Cc2ccsc2)C1 (stereo unspecified)
-19%	O=C1NCN(Cc2ccc(Cl)cc2)C12CCN(CC1CCCCC1)CC2
4%	COc1ccc(C(=O)Nc2oc3ccccc3c(=O)c2-c2cccc(C)c2)cc1
10%	CC(C)n1nc(OC(C)(C)C(=O)NCCOc2ccccc2)c2cc(CN3CCOCC3)ccc21
48%[activator]	COCCN1CCCCCC(O)c2cc(C(=O)N(C)CCCc3c(C)nn(C)c3C)ccc21 (stereo unspecified)
28%[57.4 µM]	CC(C)(C(=O)NCC(F)(F)C(F)(F)F)C(=O)N[C@@H]1C(=O)Nc2ccccc2-c2ccccc21
23%	Cc1cnc(NC(=O)c2csc3ccccc23)s1
9%[6.33 µM]	COc1ccc(C(=O)N2CC(Oc3ccc(F)c(F)c3)C2)cc1

Not all compounds are listed; the hit share may differ from the screen's.
